bovine MsrA act = activates bovine MsrA enzyme | purified bovine MsrA, absorbance read-out | activation, % at 10.6 µM | actives 0.3% (n = 360,000) | AID 602163; in the data active = activation above about 7.5%;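 also: 0% = vehicle and 100% = reference activator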
CSN deneddyl inh = inhibitors of human CSN-mediated cullin deneddylation; Q92905; Purified CSN, SCF-Nedd8-OG deneddylation, fluorescence polarization; inhibition, % at 12.5 µM; actives 0.38% (n = 360,000);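 active = pattern-corrected inhibition above about 35%, with an unprinted fluorescence ratio check between 0.5 and 1.5, limit read from the data, passing the limit was not always enough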;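 also: 0% = enzyme with substrate and 100% = substrate without enzyme; some results filed as inactive read as strong as hits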
Target sequence (Q92905 whole entry, looked up, one chain of several): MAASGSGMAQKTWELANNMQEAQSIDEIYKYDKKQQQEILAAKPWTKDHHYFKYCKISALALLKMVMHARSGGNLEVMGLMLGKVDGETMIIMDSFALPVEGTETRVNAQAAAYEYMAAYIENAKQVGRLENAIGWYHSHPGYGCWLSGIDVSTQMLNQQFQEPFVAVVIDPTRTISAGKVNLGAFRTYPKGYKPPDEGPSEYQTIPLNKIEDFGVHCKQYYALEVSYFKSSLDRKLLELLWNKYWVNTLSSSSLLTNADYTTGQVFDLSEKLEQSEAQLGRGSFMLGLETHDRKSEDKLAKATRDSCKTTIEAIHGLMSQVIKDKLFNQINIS
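Material: human Csn5 produced in HEK293T cells; Input: enzyme 0.24 nM; Reagent: SCFSkp2-Nedd8OG substrate at 10 nM final; Dosing: 12.5 µM compound; Incubation: 90 min reaction at room temperature; Detection: fluorescence polarization of the substrate; Evaluation: % inhibition of substrate cleavage by Csn5; Control set: substrate-only high control, full reaction low control.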
FAS TE block = inhibitors of human fatty acid synthase thioesterase domain. P49327. recombinant FAS-TE, OMFH fluorogenic substrate, fluorescence endpoint. inhibition, % at 15 µM. actives 0.67% (n = 360,000). AID 602261;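 active = compounds whose normalised, plate-corrected inhibition of enzyme fluorescence in the single-dose primary screen is 50% or more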;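 also: 0% = DMSO with enzyme and 100% = substrate without enzyme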
TbMetRS inhib = blocks T. brucei methionyl-tRNA synthetase activity; purified T. brucei MetRS, ATP depletion, Kinase-Glo luminescence; inhibition, % at 11.9 µM; actives 0.4% (n = 360,000); AID 624268;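 active = inhibition above a per-plate cutoff of the control wells' mean inhibition plus 3 SD, cut at about 5.5% in these data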;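 also: 0% = DMSO wells median and 100% = median of wells with control inhibitor compound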
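Material: T. brucei methionyl-tRNA synthetase, purified; reagent: substrates ATP, L-methionine and bulk Escherichia coli tRNA; dosing: 11.9 µM single point; timing: 15 min plus 2 h at 25 °C; detection: luminescence of leftover ATP; evaluation: % inhibition; control set: DMSO-only wells as low control; replicates: singlicate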
Rin1-Abl PPI inh = inhibitors of human Rin1-Abl protein interaction. P00519+Q13671. TR-FRET Rin1/Abl binding, biochemical. inhibition, % at 7.35 µM. actives 0.4% (n = 360,000). AID 588664; in the data active = inhibition above about 5%, passing the limit was not always enough
PABP1 MLLE inh = inhibitors of microRNA-mediated deadenylation, human PABP1 MLLE binding; P11940; inhibition, % at 20 µM; actives 0.36% (n = 360,000); GST-MLLE / FITC-PAM2 fluorescence polarization; in the data active = inhibition above about 35%, passing the limit was not always enough;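 also: plate controls were DMSO wells with GST-MLLE for no effect and wells lacking GST-MLLE protein for full effect; some results filed as inactive read as strong as hits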
Target sequence (P11940 whole entry, looked up): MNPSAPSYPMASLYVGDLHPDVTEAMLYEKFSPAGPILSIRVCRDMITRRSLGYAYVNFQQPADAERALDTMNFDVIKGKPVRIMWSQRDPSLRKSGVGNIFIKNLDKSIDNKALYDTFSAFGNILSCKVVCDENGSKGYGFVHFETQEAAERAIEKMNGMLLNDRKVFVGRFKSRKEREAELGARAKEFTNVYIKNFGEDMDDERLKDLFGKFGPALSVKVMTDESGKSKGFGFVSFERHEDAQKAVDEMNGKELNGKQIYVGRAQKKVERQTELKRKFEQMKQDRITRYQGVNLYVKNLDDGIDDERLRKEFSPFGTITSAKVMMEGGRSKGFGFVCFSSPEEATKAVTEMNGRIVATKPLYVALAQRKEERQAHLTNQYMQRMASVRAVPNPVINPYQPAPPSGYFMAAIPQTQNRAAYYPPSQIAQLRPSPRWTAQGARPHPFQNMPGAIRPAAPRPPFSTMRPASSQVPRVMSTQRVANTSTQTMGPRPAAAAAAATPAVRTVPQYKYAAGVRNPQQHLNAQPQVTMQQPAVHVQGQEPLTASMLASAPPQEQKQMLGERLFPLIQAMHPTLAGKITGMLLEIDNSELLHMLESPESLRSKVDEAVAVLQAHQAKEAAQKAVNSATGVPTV
eLon inh = E. coli protease La inhibition; inhibition, % at 7.94 µM; P0A9M0; actives 0.42% (n = 360,000); AID 602123; purified E. coli Lon protease, fluorescence polarization; in the data active = inhibition above about 13%, passing the limit was not always enough;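 also: 0% = enzyme with probe and DMSO and 100% = no enzyme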
Neddyl block = blocks human cullin neddylation | TR-FRET cullin neddylation, biochemical | calls only at 25 µM | actives 0.58% (n = 360,000); in the data active = inhibition above about 36%
MsrA inh = inhibits bovine methionine sulfoxide reductase A; actives 0.75% (n = 360,000); purified bovine MsrA, absorbance read-out; inhibition, % at 15.5 µM; in the data active = inhibition above about 4.5%;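 also: 0% = vehicle wells with enzyme and 100% = reference inhibitor wells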
* hit, by the source's call; i = inactive; x = no result given. Rows were taken by chance. Share with any hit: about 4%.

Every second line gives: PABP1 MLLE inh	MsrA inh	TbMetRS inhib	FAS TE block	CSN deneddyl inh	eLon inh	bovine MsrA act	Rin1-Abl PPI inh	Neddyl block
CC(=O)Nc1cccc(-c2ccnc3c2CC(C)(C(=O)NCc2ccc(N(C)C)cc2)O3)c1 (stereo not drawn)
  10	0.1	-0.6	-3	4	2	-8	6.7*	i
CS(=O)(=O)c1ccc(-c2nnn(CC(=O)Nc3ccc4c(c3)OCCO4)n2)cc1
  0	-0.3	0.6	-3	0	6	-4	0	i
Cc1cc(=O)c2ccccc2[nH]1
  0	1.4	-0.6	-6	-4	-5	-3	-1	i
Cc1cccc(-n2c(=O)c(C#N)cc3c(=O)n4ccccc4nc32)c1
  8	1.2	-0.6	0	3	0	-3	-6	x
COc1ccc(S(=O)(=O)N2CCN(C/C=C/c3ccccc3)CC2)cc1F
  -2	1.4	0.6	17	2	2	-3	0	i
COc1ccc(S(=O)(=O)/C(C#N)=C/Nc2ccccc2F)cc1
  -4	-0.4	0.5	-39	1	-11	-2	1	i
COC(=O)[C@H](Cc1ccccc1)NC(=O)NCCc1ccc(S(N)(=O)=O)cc1
  13	-0.1	-0.8	-9	3	-14	-4	3	i
O=C(Nc1nnc(SCC(=O)N2CCCCC2)s1)c1cccs1
  -2	3.4	0.4	-2	-6	3	-2	1	i
COc1ccccc1CNCc1cc(OC)c(OC)c(OC)c1
  2	-0.8	-0.2	-5	-7	0	-1	-1	i
CCOc1ccc(CCNS(=O)(=O)c2c(C)nc3scc(C)n3c2=O)cc1OCC
  -4	2.2	-0.9	-1	3	13	-12	1	i
Cc1cc(S(=O)(=O)NC2CCCCC2)c(C)s1
  -2	0.7	-0.2	-2	3	9	-1	0	i
Cc1nnc(SCc2cccc3ccccc23)s1
  -1	0.9	-0.4	6	-2	-3	-3	0	i
CCc1ccccc1Nc1nc2ccccc2[nH]1
  -33	1.5	0.4	-10	1	1	-6	-1	i
Cc1cccc(N(C)C(=O)c2coc(=O)c3ccccc23)c1
  -4	-0.1	-0.5	-8	1	-4	-7	-1	i
COc1ccc(/C=N/NC(=O)c2cccc(COCC(F)(F)C(F)F)c2)cc1
  9	1.4	0.5	-2	-1	-7	0	-3	i
C/C(=N\NC(=O)c1ccco1)c1ccc(NC(=O)c2ccccc2)cc1
  2	2.6	-0.9	-2	-6	-4	-8	5	i
O=C(Nc1ccc(O)c2c(=O)cc(-c3ccccc3Cl)oc12)c1ccc(Cl)c(Cl)c1
  0	-0.4	-0.4	-5	1	2	-5	6	i
CCOC(=O)N1CCC(Nc2c(NCCCN(CC)c3cccc(C)c3)c(=O)c2=O)CC1
  0	-0.3	0.9	-10	-4	-3	-5	-3	i
O=C(NCc1ccc(F)cc1)C1CCCN(C(=O)Nc2ccc(F)cc2)C1 (stereo not drawn)
  0	3.7	-0.8	-5	-5	11	-10	2	i
CN(C)c1ccc(C=Cc2cnccn2)cc1
  -51	3.0	-0.2	-10	5	-32	0	-6	i
Cc1c(NC(=O)c2nn(C(C)C)c(=O)c3ccccc23)c(=O)n(-c2ccccc2)n1C
  -1	-0.5	-0.1	-2	-7	-8	-1	-8	i
O=C(CSc1nc2c(cnn2-c2ccc(F)cc2)c(=O)[nH]1)N1CCCCC1
  -11	-0.1	-0.6	-3	0	0	-4	-2	i
CCOC(=O)c1c(NC(=O)Cc2cccs2)sc(C(=O)NC2CCCCC2)c1C
  -7	0.3	0.2	-5	7	1	-3	1	i
O=C(CCS(=O)(=O)Cc1ccccc1)NCCc1ccccc1
  11	-0.1	-1.2	0	-1	4	-12	-1	i
CCc1nc2ccc(C(=O)NCCOc3ccc(OC)cc3)cn2c1N(C=O)Cc1ccc(OC)cc1
  2	1.2	-0.2	-1	-2	-3	-2	-2	i
O=C(NCCCN1CCCC1)c1ccc2c(c1)N(Cc1ccccc1F)C(=O)c1ccccc1S2=O (stereo not drawn)
  -15	-1.6	-0.6	-8	-3	-3	-2	2	i
Cc1ccccc1C(=O)NNC(=O)CCCCC(=O)NNC(=O)c1ccccc1C
  12	-1.1	0.6	-5	3	0	-9	-2	i
O=C(CSc1ccc2nnc(-c3cccnc3)n2n1)NCc1ccc2c(c1)OCO2
  14	0.3	-0.6	-2	0	-2	0	-10	i
O=C(NCc1ccco1)c1[nH]c(C(F)(F)F)nc1-c1ccccc1
  -8	1.9	-0.3	-9	2	-10	-2	-1	i
C[C@@H](CO)NC(=O)[C@H]1O[C@@H](n2ccc(=O)[nH]c2=O)[C@H](O)[C@@H]1O
  0	-0.3	-0.2	-7	1	-9	-2	4	i
Cc1ccc(NC(=O)NC2OC(=O)c3ccccc32)cc1 (stereo not drawn)
  13	0.8	-0.4	-8	-2	-5	-2	-1	i
CC(=O)Nc1ccc(NC(=O)Cc2ccc(-c3ccccc3)cc2)cc1
  -2	-0.4	-1.9	-4	4	-6	-3	1	i
COc1ccc(CCNCC(=O)Nc2ccccc2C(F)(F)F)cc1
  0	0.7	-0.7	2	-7	1	-5	5	i
Cc1cccc(COc2ccccc2C(=O)OCC(=O)N(C)c2c(N)n(Cc3ccccc3)c(=O)[nH]c2=O)c1
  -8	0.2	-0.4	8	3	-2	-3	-1	i
COC(=O)/C(=C1\Oc2ccc(C(C)(C)C)cc2S1)C(F)(F)F
  11	-0.6	-0.2	8	-1	-1	-3	0	i
O=C(NC1CC1)c1nc(Cn2ccc([N+](=O)[O-])n2)no1
  3	2.7	0.2	-5	4	1	3	-1	i
O=C(O)CNC(=O)/C(=C\c1cccc([N+](=O)[O-])c1)NC(=O)c1ccco1
  -10	-0.8	0.4	2	4	1	-3	0	i
Cc1ccc(S(=O)(=O)NNC(=O)Nc2ccc([N+](=O)[O-])cc2)c(C)c1
  -5	2.1	0.0	4	-1	7	-5	1	i
Cc1ccc(S(=O)(=O)N2CCC(=O)c3ccccc32)cc1
  9	1.0	-0.2	-4	1	6	-5	2	i
Cc1ccc(OCC(=O)N(Cc2cccs2)C2CCS(=O)(=O)C2)cc1C (stereo not drawn)
  0	-1.3	-0.4	3	-1	6	-3	-2	i

Shown as a hit in Rin1-Abl PPI inh, of those listed so far:
canonical_smiles | PABP1 MLLE inh | MsrA inh | TbMetRS inhib | CSN deneddyl inh | eLon inh | bovine MsrA act | Rin1-Abl PPI inh | Neddyl block
CC(=O)Nc1cccc(-c2ccnc3c2CC(C)(C(=O)NCc2ccc(N(C)C)cc2)O3)c1 (stereo not drawn) | 10 | 0.1 | -0.6 | 4 | 2 | -8 | 6.7* | i

More entries
Every second line gives: PABP1 MLLE inh	MsrA inh	TbMetRS inhib	FAS TE block	CSN deneddyl inh	eLon inh	bovine MsrA act	Rin1-Abl PPI inh	Neddyl block
CC(=O)c1ccc(NC(=S)NC(C)CCc2ccccc2)cc1 (stereo not drawn)
  -3	-0.1	-0.7	12	12	2	-5	2	i
CC1(C)CC(=O)c2cnc(NC(=O)Cc3ccc(Cl)cc3)nc2C1
  3	-1.4	-0.9	-2	2	3	-4	-3	i
Cc1cccc(-c2c3c(=O)n(C)c(=O)n(C)c3c3nnc4ccccc4n23)c1
  -72	-0.4	-0.8	-2	10	-7	-2	3	i
Nc1c(C(=O)c2ccc(Br)s2)oc2ccccc12
  -1	0.3	0.6	21	-4	6	-2	-4	i
Cc1ccc2nc3n(c(=O)c2c1)-c1ncccc1C(=O)NC3Cc1ccc(O)cc1 (stereo not drawn)
  -3	0.0	-0.4	-1	2	-4	-2	-2	i
COc1ccc2oc(C(F)(F)C(F)(F)F)cc(=O)c2c1
  9	1.6	-0.1	-1	0	-4	-2	-1	i
Cc1ccc(NC(=O)CN(C)C(=O)Cc2c(Cl)cccc2Cl)cc1
  -39	0.0	-0.1	-4	2	-9	-1	1	i
COc1ccc(-c2cc(-c3ccc(OC)c(OC)c3)n[nH]2)c(O)c1
  -2	-1.5	-0.2	5	0	0	-1	4	i
COc1ccc(CCNC(=O)C(=O)c2c(C)[nH]c3ccccc23)cc1
  3	2.5	1.9	0	-1	5	-7	-3	i
Cc1ccc2c(c1)N(CCCC(=O)NCC1COc3ccccc3O1)C(=O)CO2 (stereo not drawn)
  6	-0.7	-1.1	12	3	0	-7	5	i
c1ccc(CN(Cc2ccccc2)c2nn[nH]n2)cc1
  10	-1.2	-0.4	-10	-5	-4	-4	6	i
O=C(O)C1C2CCC(O2)C1C(=O)Nc1ccc(F)cc1 (stereo not drawn)
  2	-0.1	0.6	-6	-9	-8	-4	3	i
CCCn1nc(C(=O)NNC(=O)CCCOc2ccc(OC)cc2)c2ccccc2c1=O
  0	0.5	-0.2	0	-2	-1	-3	-2	i
Cc1cc(Br)ccc1OCCCCNCCO
  1	0.5	6.1*	-8	4	3	2	2	i
Cc1cc(Cl)ccc1OCC(=O)N/N=C1\CCCc2ccccc21
  8	0.2	0.2	10	6	-4	-1	-2	i
CCOC(=O)CC1(c2ccc(OC)c(OC)c2)C(=O)c2ccccc2C1=O
  -9	-0.1	-0.2	5	0	7	-1	2	i
O=C(COC(=O)Cc1ccc(F)cc1)Nc1ccc(Cl)cn1
  16	0.0	-0.2	-1	5	-10	-4	2	i
O=C(NCC1CCCO1)C1CCCN1C(=O)Nc1ccc(Cl)cc1 (stereo not drawn)
  -19	0.0	-0.5	-3	-1	-9	-2	3	i
COc1ccc(N(CC(=O)Nc2cc(OC)cc(OC)c2)S(=O)(=O)c2c(C)n[nH]c2C)cc1
  -7	-0.9	-0.4	-1	1	-7	-7	1	i
COc1ccc(-n2cc(-c3ccc(C)cc3)[n+]3c2SCC3)cc1
  8	1.6	-0.7	-8	2	3	-5	0	i
Cc1cccc(OCCNC(=O)c2ncn[nH]2)c1
  -2	-0.8	-0.5	-12	-6	-10	-1	-1	i
O=C(c1ccco1)N1CCN(Cc2cccc3ccccc23)CC1
  2	0.2	-0.3	1	3	4	-4	2	i
O=C(Nc1ccc2[nH]c(=O)[nH]c2c1)c1ccc(Br)o1
  1	1.2	-0.5	-2	-2	-5	-4	-1	i
CN(CC(=O)Nc1cccc(F)c1)C(=O)C1CSC2(C)CCC(=O)N12 (stereo not drawn)
  9	-0.5	-0.7	-5	-3	4	-6	2	i
COc1ccc(C)cc1N(CC(=O)NC1CCCC1)C(=O)CCC(=O)Nc1cc(C)on1
  10	-1.5	0.1	-3	1	7	-4	0	i
CN(C)CC1CCC/C(=C/c2ccc(Cl)cc2)C1=O (stereo not drawn)
  -4	0.1	-0.3	4	3	-1	-1	2	i
Nc1ccc(Oc2ncccn2)c(Cl)c1
  -4	-1.3	-1.6	-2	-1	-6	-11	3	i
CCCNC(=O)Nc1cc(S(=O)(=O)CC)ccc1O
  14	-0.6	-0.5	-4	7	-20	-8	-2	i
COc1ccc(CN2CCC2(C)C(=O)NCCc2c[nH]c3ccccc23)c2ccccc12 (stereo not drawn)
  -18	-1.4	-0.4	11	3	2	1	2	i
Brc1ccc2c(c1)-c1ccccc1C1=NCCN12
  0	1.6	0.0	-6	2	-22	-4	-3	i
Cc1ccc(-c2nc(CN(Cc3cnn(C)c3)C(C)C)c(C)o2)o1
  5	0.0	1.2	-5	-3	0	-3	0	i
Cc1ccc2cc(CN(CCCN3CCOCC3)C(c3nnnn3Cc3ccco3)C(C)C)c(=O)[nH]c2c1C (stereo not drawn)
  -2	0.1	-0.9	4	1	-6	5	1	i

Screens: PubChem BioAssay, several laboratories
